Assay outcomes from PubChem BioAssay.
NR2E3 ag-1 – agonists of human nuclear receptor NR2E3; Q9Y5X4; GST-NR2E3/biotin-RetCOR TR-FRET, 1536-well; inhibition of corepressor binding, % at 4.78 µM; actives 0.12% (n = 320,000); AID 2300;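 active = percent inhibition above the cutoff of mean plus 3 SD of all tested compounds, set per screening campaign, cut at about 20% in these data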;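 also: 0% = DMSO wells and 100% = biotin wells as full block of FRET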
Target sequence (Q9Y5X4 whole entry, looked up): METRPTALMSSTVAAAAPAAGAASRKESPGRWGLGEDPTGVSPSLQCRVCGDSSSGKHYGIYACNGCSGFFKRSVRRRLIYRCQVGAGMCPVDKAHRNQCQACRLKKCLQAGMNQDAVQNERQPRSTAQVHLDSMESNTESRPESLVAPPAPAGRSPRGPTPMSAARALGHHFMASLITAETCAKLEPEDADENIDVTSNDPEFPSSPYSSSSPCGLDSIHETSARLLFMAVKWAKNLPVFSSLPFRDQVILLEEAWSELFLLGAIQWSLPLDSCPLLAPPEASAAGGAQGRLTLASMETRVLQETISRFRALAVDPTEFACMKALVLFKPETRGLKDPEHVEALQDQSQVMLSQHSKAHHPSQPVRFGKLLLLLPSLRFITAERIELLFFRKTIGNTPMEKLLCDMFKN
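Test system – NR2E3–RetCOR corepressor complex · Quantity – NR2E3 fusion 1.35 nM · Buffer or medium – Tris pH 7.5 · Incubation – Compound–protein incubation for 5 h at 4 °C · Technique – TR-FRET, Eu(K)-anti-GST donor, streptavidin-D2 acceptor, ex 340, em 617/671 nm · Evaluation – percent inhibition of 671/617 nm emission ratio versus biotin and DMSO controls · Plate – 1536-well format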
CF NFkB block – cystic fibrosis NF-kB activation inhibition | KKLEB NF-kB-GFP reporter, PAF-induced, GFP fluorescence overnight | actives 0.86% (n = 360,000) | inhibition, % at 5 µM | AID 588850;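 active = at least 50% inhibition at 5 µM, scaled per plate between neutral and stimulator controls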;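 also: PAF is a Pseudomonas aeruginosa culture filtrate used as stimulus; plate controls were PAF-stimulated DMSO wells for no effect and unstimulated DMSO wells for full effect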
KKLEB cytotox – CF airway cell cytotoxicity counter-screen. activity change (cytotoxicity), % at 5 µM. actives 0.36% (n = 360,000). KKLEB CF airway cells viability, ATPlite luminescence, overnight; stronger effect = lower value; cells stimulated with P. aeruginosa culture filtrate. AID 602141;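 active = corrected activity change at or below -50% at 5 µM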
EBV LMP1 NFkB – reduces LMP1-driven NF-kappaB luciferase signal; inhibition, % at 12.5 µM; actives 0.69% (n = 350,000); LMP1-induced NF-kappaB luciferase reporter cells, luminescence; in the data active = inhibition above about 41%;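 also: 0% = neutral control wells and 100% = reference inhibitor control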
TRAIL sens C8 – sensitizes caspase-8 expressing cells to TRAIL. NB7+C8 cells + TRAIL, ATPlite viability luminescence. actives 1% (n = 360,000). AID 624354. inhibition (viability loss, TRAIL sensitization), % at 10 µM;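 active = compounds causing at least 50% loss of cell viability in the single-dose screen, relative to plate controls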
MITF TRPM1 inh – MITF TRPM1 promoter inhibition in SK-MEL-5 cells; actives 0.83% (n = 330,000); SK-MEL-5 TRPM1 promoter luciferase, 24 h; inhibition, % at 12.5 µM;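 active = mean inhibition across replicates of 60% or more, whatever share of single replicates reaches that level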; also: values of inactives mirror those of a sister screen read the other way
iPSC survival up – increases survival of single human iPS cells; actives 0.044% (n = 360,000); hiPSC single-cell survival, ATPlite luminescence; 100% = ROCK inhibitor wells, 0% = DMSO; AID 602274; survival enhancement, % at 20 µM; in the data active = survival enhancement above about 18%;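 also: cells exposed to compounds for 16 hours before the ATP read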
Shn3 inh set2 – inhibitors of Schnurri-3 3'UTR reporter in osteoblasts | actives 0.52% (n = 360,000) | Clone20 osteoblast Shn3 3'UTR firefly luciferase, 24 h | inhibition, % at 12.5 µM;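 active = mean inhibition of at least 75% with every replicate also reaching 75%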;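 also: 0% = median of neutral control wells and 100% = pilot-screen positive control compound; some compounds past the cut are filed as inactive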
NR2E3 ag-2 – human photoreceptor-specific nuclear receptor agonism; CHO-S Gal4-NCOR/VP16-NR2E3 two-hybrid, luciferase; Q9Y5X4; AID 602229; inhibition of corepressor binding, % at 3.98 µM; actives 0.35% (n = 360,000);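 active = inhibition above the mean of all tested compounds plus 3 SD, cut at about 70% in these data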;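 also: 0% = DMSO with NR2E3 transfected cells and 100% = cells lacking NR2E3 construct; higher means lower luciferase signal from less NR2E3 corepressor binding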
Peg3 promoter – Peg3 promoter activity inhibition. HeLa PEG-Prom luciferase reporter, luminescence, overnight. inhibition, % at 20 µM. actives 1.7% (n = 360,000). AID 588405;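 active = inhibition of at least 50% at 20 µM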
HIF-2a inh – blocks HIF-2a reporter activity. 786-0 RCC cells HIF-2a reporter, luciferase luminescence, overnight. inhibition, % at 18.8 µM. actives 0.72% (n = 360,000). AID 624352;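 active = inhibition of the luminescence signal of 40% or more relative to plate controls, in a single-dose primary screen at 18.75 µM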
Active calls of the source: *; / = not tested or not shown.

1	CC(C(=O)Nc1ccc2c(c1)OCCO2)N(c1ccccc1)S(C)(=O)=O (configuration not stated)
2	Clc1ccc(/C=N/c2c(-c3ccc(Cl)cc3)nc3n2CCS3)cc1
3	COc1ccc(N(CC(=O)Nc2nccs2)S(=O)(=O)c2c(C)nn(C)c2C)cc1
4	O=C(c1cc(-c2ccc(Cl)cc2)n(-c2cc(Cl)ccc2Cl)n1)N1CCOCC1
5	COCCNC(=O)C1(C)CCN(C(=O)c2ccc(OC)c(F)c2)C1 (configuration not stated)
6	Brc1cccc(CNc2nc3ccccc3n2CCN2CCCCC2)c1

Compound	1	2	3	4	5	6
NR2E3 ag-1	-1	-1	-1	0	/	3
CF NFkB block	1	33	5	-4	-11	11
KKLEB cytotox	-16	-13	-9	2	2	-8
EBV LMP1 NFkB	6	-11	-8	-8	/	7
TRAIL sens C8	-14	10	3	-2	-22	4
MITF TRPM1 inh	-3	-11	/	-8	/	0
iPSC survival up	0.2	-0.2	-0.2	-2.5	-1.3	-0.7
Shn3 inh set2	-83	-21	-11	-1	7	29
NR2E3 ag-2	-32	-2	18	6	-25	-8
Peg3 promoter	-18	-12	3	44	13	24
HIF-2a inh	-6	-58	6	29	13	11

7	CN=c1sc2c(n1C)C(=O)c1ccccc1C2=O
8	O=C(Nc1ccc(N2CCN(C(=O)c3cccs3)CC2)c(Cl)c1)c1cccnc1
9	O=C(NCCc1ccc(Cl)cc1)Nc1ccc(Cl)cc1
10	COc1ccc(OC)c(NC(=O)C23CC4CC(C2)CC(n2cnc(Br)n2)(C4)C3)c1
11	CCOc1nc(NCc2ccco2)nc(Nc2ccc(OC)cc2)n1
12	CCC(C)c1ccccc1NC(=O)C(C)NCCN(C)C (configuration not stated)

Compound	7	8	9	10	11	12
NR2E3 ag-1	/	-4	1	-3	-2	-1
CF NFkB block	82*	17	-16	12	0	-8
KKLEB cytotox	-67*	-2	15	0	-11	7
EBV LMP1 NFkB	4	19	10	6	-6	3
TRAIL sens C8	76*	17	-6	-3	-4	-26
MITF TRPM1 inh	93*	-12	-14	9	-12	3
iPSC survival up	-2.2	0.3	-0.4	-1.0	-1.5	-0.5
Shn3 inh set2	3	20	-3	5	-34	/
NR2E3 ag-2	16	28	-35	-18	-30	-21
Peg3 promoter	88*	8	-45	4	-22	6
HIF-2a inh	-98	-1	-42	4	-65	-5

13	Cc1csc(=O)n1CCC(=O)OCC(=O)N(C)c1c(N)n(Cc2ccccc2)c(=O)[nH]c1=O
14	Cc1cc(NC(=O)c2c(-c3ccccc3Cl)noc2C)no1
15	CCCS(=O)(=O)NC(=O)C1(C)CCCN(C(=O)c2ccc(OC)cc2OC)C1 (configuration not stated)
16	CN(C)c1ccc(C(=O)C(O)c2ccccc2)cc1 (configuration not stated)
17	Cc1cc(C)nc(-n2ncc3c2CC(c2ccccc2)CC3=O)n1 (configuration not stated)
18	CCOC(=O)N1CCN(C(=O)C2CC(=O)N(c3ccccc3)C2)CC1 (configuration not stated)

Compound	13	14	15	16	17	18
NR2E3 ag-1	/	0	/	5	-4	7
CF NFkB block	4	-17	-1	8	3	26
KKLEB cytotox	-8	7	1	-14	-12	-17
EBV LMP1 NFkB	-2	-5	/	-14	1	5
TRAIL sens C8	1	3	5	-6	-7	-25
MITF TRPM1 inh	/	4	/	-8	-15	-11
iPSC survival up	3.1	-0.5	1.4	1.9	2.5	-0.5
Shn3 inh set2	-7	-7	6	3	-9	12
NR2E3 ag-2	-11	14	-7	-1	-15	-7
Peg3 promoter	-1	9	-10	-10	15	4
HIF-2a inh	7	0	1	-14	21	20

Printed as active in Peg3 promoter, of those listed so far:
entry	molecule	NR2E3 ag-1	CF NFkB block	EBV LMP1 NFkB	MITF TRPM1 inh	Shn3 inh set2	NR2E3 ag-2	Peg3 promoter	HIF-2a inh
7	CN=c1sc2c(n1C)C(=O)c1ccccc1C2=O	/	82*	4	93*	3	16	88*	-98

The main list resumes, repeating the 2 entries before the break.
17	Cc1cc(C)nc(-n2ncc3c2CC(c2ccccc2)CC3=O)n1 (configuration not stated)
18	CCOC(=O)N1CCN(C(=O)C2CC(=O)N(c3ccccc3)C2)CC1 (configuration not stated)
19	CCCc1[nH]nc2c1C(c1ccncc1)C(C#N)=C(N)O2 (configuration not stated)
20	Cc1cnc(C(=O)OCC(=O)N(C)CC(=O)Nc2ccccc2Cl)cn1
21	Cc1ccc(C(=O)OCC(=O)N(CCc2ccccc2)Cc2ccccc2)cc1S(=O)(=O)N1CCOCC1
22	COc1cccc(OC)c1OCc1cc(C2C3CCCC=C3C(C#N)=C(N)C2(C#N)C#N)c(C)cc1C (configuration not stated)
23	O=[N+]([O-])c1cccc2c(Cl)ccnc12
24	CCCC(=O)NCc1nc2ccccc2n1C

Compound	17	18	19	20	21	22	23	24
NR2E3 ag-1	-4	7	-1	3	1	1	1	2
CF NFkB block	3	26	8	1	47	5	4	-8
KKLEB cytotox	-12	-17	5	-7	-20	-3	-6	20
EBV LMP1 NFkB	1	5	2	5	6	0	4	6
TRAIL sens C8	-7	-25	-6	-16	-15	-10	0	1
MITF TRPM1 inh	-15	-11	-3	-4	3	19	0	9
iPSC survival up	2.5	-0.5	4.5	-0.2	-0.3	-1.7	0.1	-1.9
Shn3 inh set2	-9	12	49	-3	17	-17	6	-46
NR2E3 ag-2	-15	-7	-24	-17	-21	-2	15	-12
Peg3 promoter	15	4	12	5	-3	14	-22	10
HIF-2a inh	21	20	18	9	2	27	-1	3

Entries of single compounds from above. Screens in order: NR2E3 ag-1, CF NFkB block, KKLEB cytotox, EBV LMP1 NFkB, TRAIL sens C8, MITF TRPM1 inh, iPSC survival up, Shn3 inh set2, NR2E3 ag-2, Peg3 promoter, HIF-2a inh
O=[N+]([O-])c1cccc2c(Cl)ccnc12 in the list: 1, 4, -6, 4, 0, 0, 0.1, 6, 15, -22, -1
CN(C)c1ccc(C(=O)C(O)c2ccccc2)cc1 (configuration not stated) in the list: 5, 8, -14, -14, -6, -8, 1.9, 3, -1, -10, -14

Following part:
25	Cn1c(=O)c2c(nc(NCc3cccnc3)n2Cc2cccc(C(F)(F)F)c2)n(C)c1=O
26	CCc1nc2c(OCCC3CCCCC3)cccn2c1N(C)C(=O)c1ccccc1F
27	COc1cc(C2C3C(=O)N(c4ccccc4)C(=O)C3ON2c2ccccc2)ccc1O (configuration not stated)
28	COc1ccc(-c2sc3ccccc3c2C#CCCO)cc1
29	COc1ccc(CNCCSc2nnnn2C)c(OC)c1OC
30	CC1(C)CC(CC(=O)O)(c2ccc(F)cc2)CCO1 (configuration not stated)

Compound	25	26	27	28	29	30
NR2E3 ag-1	3	/	2	0	2	0
CF NFkB block	-9	12	3	24	-8	-18
KKLEB cytotox	4	-6	-14	-16	-2	7
EBV LMP1 NFkB	3	/	-1	-13	1	4
TRAIL sens C8	26	23	-2	-1	-17	9
MITF TRPM1 inh	9	/	-10	2	11	-9
iPSC survival up	-3.6	0.5	2.0	-0.7	-0.6	7.3
Shn3 inh set2	24	-4	5	-44	-8	5
NR2E3 ag-2	-2	-17	-78	-4	3	3
Peg3 promoter	46	27	-33	7	-2	9
HIF-2a inh	21	15	15	2	13	7

31	CN=C1NN=C(c2cc(C)n(-c3c(C)n(C)n(-c4ccccc4)c3=O)c2C)CS1
32	O=C(CN1C(=O)C2CCCCC2C1=O)N1CCN(c2ncccn2)CC1 (configuration not stated)
33	Clc1ccc(OCCCCCN2CCOCC2)cc1
34	CCOC(=O)c1c(N)sc(C(O)(C(F)(F)F)C(F)(F)F)c1-c1ccccc1
35	Cc1cccc(NC(=S)N(CCN(C)C)Cc2cccs2)c1
36	CCC(NC(=O)Cc1cccs1)c1ccccc1 (configuration not stated)

Compound	31	32	33	34	35	36
NR2E3 ag-1	-2	6	-4	1	-1	3
CF NFkB block	7	12	-3	12	-5	-7
KKLEB cytotox	-2	4	3	-3	5	-4
EBV LMP1 NFkB	6	-5	-1	-14	6	2
TRAIL sens C8	6	-1	-2	-26	-5	2
MITF TRPM1 inh	-4	6	-8	-12	-13	1
iPSC survival up	0.3	2.1	-0.7	1.9	-0.5	1.4
Shn3 inh set2	8	8	-2	18	5	-1
NR2E3 ag-2	6	5	3	-4	-2	18
Peg3 promoter	14	-10	-21	20	15	5
HIF-2a inh	20	-36	-41	13	5	16

37	Clc1cccc(Cl)c1CSc1nnc(CN2CCOCC2)n1-c1ccccc1
38	Cc1cnc(NC(=O)c2cc(S(=O)(=O)N(C)C)ccc2N2CCCC2)s1
39	Cc1cc(CCNC=O)c(C)c2c1sc1ccccc12
40	Cc1nc(C)c(CCNC(=O)c2ccc(C(F)(F)F)cc2)s1
41	CCOC(=O)N1CCN(S(=O)(=O)c2ccc([N+](=O)[O-])cc2)CC1
42	CC(C)[C@H](NC(=O)c1ccccc1F)C(=O)NC1CCCCCCC1

Compound	37	38	39	40	41	42
NR2E3 ag-1	1	/	/	1	8	/
CF NFkB block	-4	14	5	11	13	-29
KKLEB cytotox	5	-17	4	3	1	8
EBV LMP1 NFkB	-4	/	-2	-2	6	-9
TRAIL sens C8	1	17	12	11	4	-9
MITF TRPM1 inh	10	/	3	0	4	0
iPSC survival up	2.5	-1.6	-2.0	0.0	0.0	0.4
Shn3 inh set2	9	29	-15	6	-5	3
NR2E3 ag-2	-16	-5	-64	-23	-21	1
Peg3 promoter	20	30	-70	0	8	0
HIF-2a inh	19	-8	-100	11	6	1

43	CC(=O)N1CCN(S(=O)(=O)c2cccc(C(=O)NCCC3=CCCCC3)c2)CC1
44	O=C(Nc1cccc(Cl)c1)OCCOc1ccccc1
45	CC1=C(C#N)CCC(=O)N1Cc1c(F)cccc1Cl
46	N#Cc1c(-c2ccccc2)c(-c2ccccc2)n(Cc2ccco2)c1NC(=O)c1cccs1

Compound	43	44	45	46
NR2E3 ag-1	-2	/	2	-3
CF NFkB block	5	10	4	-1
KKLEB cytotox	11	-3	2	13
EBV LMP1 NFkB	-2	-21	-11	7
TRAIL sens C8	-7	4	-4	-1
MITF TRPM1 inh	-7	-75	6	7
iPSC survival up	-0.1	-0.1	4.8	1.4
Shn3 inh set2	11	-20	11	17
NR2E3 ag-2	-16	-73	7	4
Peg3 promoter	4	-242	3	21
HIF-2a inh	9	-321	10	15

An excerpt; rates above refer to the full screens.
